Shiga toxin inh = Shiga toxin inhibition | Vero cells, Shiga toxin protein synthesis inhibition reporter | inhibition, % at 38.7 µM | hit rate 9.2% among 290,000; in the data active = inhibition mostly above about 28%, no sharp cut-off; inactive = mostly below about 43%; note: 0% is about no effect
TbPYK inhibitor = blocks Trypanosoma brucei pyruvate kinase | hit rate 0.12% among 410,000 | Potency, µM (doses to about 76.8 µM), without a hit: at the highest dose activity, negative = inhibition, most hits filed as inhibitors | Q57TT1 | TbPYK enzyme, Kinase-Glo Plus ATP luminescence, 45 min; note: potency is the fitted concentration of half-maximal effect; % is set by controls: 0 for no effect and ±100 for the full control effect; nearly all actives have a fitted effect of over 50% in size
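Readout: single end-point luminescence (Kinase-Glo Plus, 10 min). Reaction conditions were TbPYK/substrate plus 130 uM ADP, 45 min at RT, pH 7.2 TEA buffer. No-enzyme wells served as controls, and data were normalized before concentration-response fitting.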
Cycloheximide cs = affects cycloheximide protein synthesis inhibition readout, counter-screen. AID 2314. cell reporter, cycloheximide protein synthesis inhibition counterscreen. hit rate 12% among 300,000. max response, %; in the data active = max response mostly above about 13%, no sharp cut-off; inactive = mostly below about 14%; note: read at 38.3 µM for the half of the compounds with a filed dose; 0% is about no effect
AMA1 RON2 block = inhibitors of Plasmodium falciparum AMA1-RON2 interaction; AlphaScreen AMA1-biotinylated RON2 peptide binding; Potency, µM (highest dose often 58.2 µM), without a hit: at the top dose activity change, negative = inhibition, actives largely listed as inhibitors; hit rate 0.2% among 360,000;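 note: potency is the fitted concentration of half-maximal effect; 0% = vehicle wells and -100% = peptide control; nearly all actives have a fitted effect of over 45% in size; some results filed as inactive show a strong effect at the top dose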
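AMA1 (3D7) with his tag at 25 nM final met compounds first, then biotinylated RON2 peptide at 25 nM; detection used donor plus acceptor beads, 10 µg/mL apiece, read by AlphaScreen after 30 min at room temperature.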
Pf growth 48h = P. falciparum growth inhibition at 48 hours (one generation); P. falciparum luciferase growth in erythrocytes, 48 h; Potency, µM (series often up to 28.7 µM), inactives show at the highest dose activity change, negative = inhibition, most hits filed as inhibitors; hit rate 5.9% among 310,000; note: potency is the fitted concentration of half-maximal effect; % is set by controls: 0 for no effect and ±100 for the full control effect
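Growth was read as firefly luciferase luminescence after a 48 h, 37 C, 5% CO2 exposure of compounds to reporter-bearing P. falciparum cultures (0.1% parasitemia, 2% hematocrit final) in Albumax-supplemented RPMI 1640.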
Pf growth 96h = P. falciparum growth inhibition at 96 hours; hit rate 6.9% among 320,000; Potency, µM (series often up to 28.7 µM), for the others: top-dose activity change, negative = inhibition, hits mostly inhibitors; P. falciparum luciferase reporter growth, 96 h; note: potency is the fitted concentration of half-maximal effect; % is set by controls: 0 for no effect and ±100 for the full control effect
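Luminescence readout: decreased luciferase signal marks inhibited growth of reporter-expressing P. falciparum in infected red cells (2% hematocrit, 0.05% parasitemia final), exposed to compound two generations (96 h, 37 C, 5% CO2).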
LmPK inh = inhibitors of Leishmania mexicana pyruvate kinase | Q27686 | Potency, µM (series often up to 57.5 µM), inactives show at the top dose activity change, negative = inhibition, most hits filed as inhibitors | purified LmPK, Kinase-Glo ATP luminescence, 1 h | hit rate 0.37% among 290,000 | AID 1721; note: potency is the fitted concentration of half-maximal effect; % is set by controls: 0 for no effect and ±100 for the full control effect
Target sequence (Q27686 whole entry, looked up): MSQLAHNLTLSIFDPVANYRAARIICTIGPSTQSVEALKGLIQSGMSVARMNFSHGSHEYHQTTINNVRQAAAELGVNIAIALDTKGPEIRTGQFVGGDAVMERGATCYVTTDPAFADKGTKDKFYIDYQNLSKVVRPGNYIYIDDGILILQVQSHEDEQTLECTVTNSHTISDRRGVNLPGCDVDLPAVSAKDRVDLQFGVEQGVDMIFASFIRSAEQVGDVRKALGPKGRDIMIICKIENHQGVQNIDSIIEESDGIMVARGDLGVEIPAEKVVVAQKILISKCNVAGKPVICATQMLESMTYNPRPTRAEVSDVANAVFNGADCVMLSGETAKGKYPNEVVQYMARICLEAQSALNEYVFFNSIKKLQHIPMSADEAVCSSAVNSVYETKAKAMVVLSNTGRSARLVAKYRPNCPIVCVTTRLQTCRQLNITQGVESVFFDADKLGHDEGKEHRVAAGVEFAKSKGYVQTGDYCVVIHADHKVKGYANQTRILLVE
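qHTS format; LmPK 0.1 nM; substrates PEP 0.5 mM and ADP 0.1 mM. One-hour room-temperature incubation, then coupled luciferase luminescence; 0.5 nM enzyme wells mark activation.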
Numbers without * were called inactive; ? = inconclusive; · = not tested or not shown; [ ] = remark or other dose. Unless noted, calls come from the whole dose curve; as a rule, active = well fitted curve in the direction sought with a large enough effect; inconclusive = small, poorly fitted or top-dose-only effect, or another doubt; inactive = no such curve, though single readings can be large; an effect the other way counts as inactive or inconclusive. The order is random (roughly 21% active in at least one column).

SMILES	Shiga toxin inh	TbPYK inhibitor	Cycloheximide cs	AMA1 RON2 block	Pf growth 48h	Pf growth 96h	LmPK inh
CSc1ccc(C2N=C(c3ccccc3)NO2)cc1 (configuration not stated)	114.1*	-1.9%	40.6*	56.7%[activator]	18.2%	371.2%[activator]	1.2%
Cc1cc(NC(=O)c2cnn3cccnc23)n(-c2ccccc2)n1	-5.0	2.9%	0.4	-1.4%	-9.7%	·	-1.2%
O=C(NCc1ccccn1)c1ccc(Cl)cc1Cl	50.8*	1.2%	28.4*	11.6%	36.5%[activator]	·	-6.2%
Cc1cccc(C)c1NC(=O)C(=O)NCCCN1CCOCC1	-5.9	0.6%	-4.1	11.9%	-3.7%	2.2%	-1.4%
CN(C)S(=O)(=O)c1cc(NC(=O)CN2CCc3ccccc32)ccc1Cl	28.0	-6.6%	29.9*	1.5%	?	-15.8%	13.4%
COC(=O)c1ccc(C2/C(=C(/O)c3ccc4c(c3)CC(C)O4)C(=O)C(=O)N2Cc2ccncc2)cc1 (configuration not stated)	16.2	3.6%	-5.7	0.0%	-16.3%	?	-6.4%
O=C(O)C(=O)Nc1ccc(NC(=O)C(c2ccccc2)c2ccccc2)cc1	-4.5	3.3%	1.2	-10.8%	1.3%	5.5%	-7.3%
O=C(Nc1ccccc1Br)c1cc[n+]([O-])cc1	-5.5	4.0%	-3.1	19.8%	9.2%	13.1%	0.1%
COc1ccccc1CCNC(=O)c1cc(-c2ccccn2)nc2ccc(Br)cc12	1.6	·	-2.2	·	11.7%	31.6%[activator]	1.8%
O=C1C2CCCN2C(=S)N1Cc1ccccc1 (configuration not stated)	3.1	0.9%	-4.7	-0.4%	4.5%	8.5%	2.5%
CC(=O)N1CCN(C(=O)CCc2c[nH]c3ccccc23)CC1	19.5	-1.9%	-1.1	26.8%	7.4%	5.3%	-1.1%
CC(C)(C)OC(=O)N1CCOCCOCCN(C(=O)OC(C)(C)C)CCOCC1	-8.6	-1.9%	-1.6	-6.6%	-19.0%	?	0.0%
CCn1c(COc2ccccc2)nnc1SCC(=O)Nc1cc(OC)ccc1OC	-15.0	-1.8%	4.2	5.0%	?	?	2.8%
O=C1N=C(N2CCN(c3ccccc3)CC2)S/C1=C/c1ccco1	3.4	-3.3%	2.5	-19.3%	?	?	-0.9%
Cn1c(SCC(=O)OCc2ccccc2)nnc1-c1ccco1	-4.1	-23.9%	-2.5	0.0%	·	?	7.5%
O=C(O)c1ccccc1C(=O)OCc1ccccc1	16.9	-1.6%	5.0	-2.9%	31.7%[activator]	74.1%[activator]	3.5%
CC(C)COc1cccc(-c2cc(C(=O)N/N=C/c3ccncc3)c3ccccc3n2)c1	-5.4	-7.8%	15.6	-0.5%	?	?	-0.1%
CC(=O)Nc1ccc(S(=O)(=O)Oc2cccc(N3C(=O)C4CCCCC4C3=O)c2)cc1 (configuration not stated)	-10.9	-10.7%	1.6	-9.3%	13.1µM*	89.4%[activator]	6.3%
Cc1cccc(NC(=O)c2ccc(S(=O)(=O)N3CCCCCC3)cc2)n1	·	-9.3%	·	-5.8%	?	?	·
Cc1ccc(-c2cc(Cc3cccs3)c(=O)[nH]n2)cc1	23.6	-0.5%	-2.1	-0.3%	8.9%	36.7%[activator]	2.7%
COc1ccc(N2C(=O)CC(Cc3ccccc3)C2=O)cc1 (configuration not stated)	37.7	-8.2%	15.4	-7.7%	7.8%	21.0%	0.0%
O=C1c2ccccc2C(=O)N1CCCn1ccnc1	-4.6	-8.7%	-1.2	?	0.7%	?	2.7%
FC(F)Oc1ccc(NC(=S)Nc2ccc3cn[nH]c3c2)cc1	5.5	-5.4%	10.3	8.4%	-1.7%	-18.4%	0.4%
Cc1onc(-c2c(Cl)cccc2Cl)c1C(=O)N(C)Cc1ccccc1	-5.8	-9.4%	-1.2	0.5%	-39.9%	?	-4.9%
Cn1c(CCNC(=O)c2cc(COc3ccc(F)c(F)c3)on2)nc2ccccc21	73.1*	-5.4%	16.3	11.2%	0.9%	?	-4.2%

Looked up one by one from the entries so far, six records:
SMILES	Shiga toxin inh	TbPYK inhibitor	Cycloheximide cs	AMA1 RON2 block	Pf growth 48h	Pf growth 96h	LmPK inh
O=C1c2ccccc2C(=O)N1CCCn1ccnc1	-4.6	-8.7%	-1.2	?	0.7%	?	2.7%
Cc1cccc(C)c1NC(=O)C(=O)NCCCN1CCOCC1	-5.9	0.6%	-4.1	11.9%	-3.7%	2.2%	-1.4%
COc1ccc(N2C(=O)CC(Cc3ccccc3)C2=O)cc1 (configuration not stated)	37.7	-8.2%	15.4	-7.7%	7.8%	21.0%	0.0%
CN(C)S(=O)(=O)c1cc(NC(=O)CN2CCc3ccccc32)ccc1Cl	28.0	-6.6%	29.9*	1.5%	?	-15.8%	13.4%
O=C1N=C(N2CCN(c3ccccc3)CC2)S/C1=C/c1ccco1	3.4	-3.3%	2.5	-19.3%	?	?	-0.9%
FC(F)Oc1ccc(NC(=S)Nc2ccc3cn[nH]c3c2)cc1	5.5	-5.4%	10.3	8.4%	-1.7%	-18.4%	0.4%

The list continues.
SMILES	Shiga toxin inh	TbPYK inhibitor	Cycloheximide cs	AMA1 RON2 block	Pf growth 48h	Pf growth 96h	LmPK inh
Cc1cc(C)cc(-c2nnc(SCC(=O)NCc3cccs3)o2)c1	-6.7	-21.9%	-2.2	-0.6%	1.1%	?	0.2%
CCCCCCCNC1=CC(=O)CC(c2ccccc2)C1 (configuration not stated)	8.6	10.0%	11.8	-9.3%	9.28µM*	?	4.6%
CCn1nc(C)cc1C(=O)Sc1ccc(C)cc1	-9.5	1.2%	-1.5	11.0%	9.4%	-1.1%	-6.0%
CCCCOc1ccc(NC(=O)CN2CCN(C(=O)OCC)CC2)cc1	-1.0	26.8%	-1.2	-23.7%	9.28µM*	?	-21.3%
COc1cccc(NC(=O)COC(=O)/C=C/c2ccc(Cl)cc2Cl)c1	11.3	0.4%	-1.4	14.9%	-8.7%	33.9%[activator]	-0.2%
COc1ccc(N2CCN(C(=O)Cn3cnc4c(cnn4-c4ccccc4)c3=O)CC2)cc1	-10.3	1.2%	-3.2	-11.6%	-9.2%	8.8%	-1.4%
CC1OC23CCCCC2C(C#N)(C(=N)O3)C1(C#N)C#N (configuration not stated)	6.1	-0.9%	-3.1	-4.4%	-1.4%	-10.9%	-5.5%
O=S(=O)(c1ccccc1)N(Cc1ccccn1)Cc1ccccn1	4.3	4.7%	-2.6	22.7%	-34.3%	-26.8%	3.8%
COc1cc(/C=N/NC(=O)c2nonc2C)ccc1O	63.2*	-5.1%	29.3	4.0%	15.0%	-19.9%	14.1µM*

A draw from above in order of length of the SMILES, largest number first:
SMILES	Shiga toxin inh	TbPYK inhibitor	Cycloheximide cs	AMA1 RON2 block	Pf growth 48h	Pf growth 96h	LmPK inh
Cc1onc(-c2c(Cl)cccc2Cl)c1C(=O)N(C)Cc1ccccc1	-5.8	-9.4%	-1.2	0.5%	-39.9%	?	-4.9%
O=C1N=C(N2CCN(c3ccccc3)CC2)S/C1=C/c1ccco1	3.4	-3.3%	2.5	-19.3%	?	?	-0.9%
Cc1ccc(-c2cc(Cc3cccs3)c(=O)[nH]n2)cc1	23.6	-0.5%	-2.1	-0.3%	8.9%	36.7%[activator]	2.7%

From PubChem
